NTR1 agonist = agonists of NTR1, primary screen, imaging, U2OS cells, beta-arrestin-GFP, high content (AID 493036); 0.17% of 330,000 active; P30989; NTR1-U2OS beta-arrestin-GFP spot imaging, agonist mode; activation, % at 20 µM;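 active = activation at or above 40% of the spot to cytoplasm intensity ratio, with at least 20 cells analyzed; inconclusive = wells under 20 cells, flagged as cytotoxic or low count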;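 note: 0% = DMSO without peptide and 100% = 100 nM NTR1 peptide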
Target sequence (P30989 whole entry, looked up): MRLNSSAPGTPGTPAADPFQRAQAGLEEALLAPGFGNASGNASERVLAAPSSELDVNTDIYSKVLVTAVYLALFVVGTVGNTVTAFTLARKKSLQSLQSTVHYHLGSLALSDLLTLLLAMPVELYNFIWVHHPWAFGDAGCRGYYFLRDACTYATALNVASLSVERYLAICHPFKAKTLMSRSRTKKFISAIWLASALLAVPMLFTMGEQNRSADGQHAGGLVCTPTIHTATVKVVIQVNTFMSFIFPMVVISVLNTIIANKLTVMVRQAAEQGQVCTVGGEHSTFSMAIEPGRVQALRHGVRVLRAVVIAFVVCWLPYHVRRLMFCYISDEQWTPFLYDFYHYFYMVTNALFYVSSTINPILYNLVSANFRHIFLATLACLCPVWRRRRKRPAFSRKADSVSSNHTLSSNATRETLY
AID2073 = disruptors of CaV2.2 binding to Mint1 – biochemical, HTRF (AID 2073). HTRF protein-protein interaction, Mint1-CaV2.2; higher % means a stronger effect. inhibition, % at 20 µM, or IC50 in µM where a hit was titrated. 0.19% of 290,000 active; in the data active = inhibition mostly above about 51%, no sharp cut-off; inconclusive = no clear call, values can overlap the other calls; inactive = mostly below about 53%; note: some results filed as inactive read as strong as hits
Siah-1 displacement = blockers of Siah-1 interaction with plectin peptide – biochemical, fluorescence polarization, rhodamine-plectin, uHTS, primary screen (AID 1817); 0.02% of 290,000 active; one-dose displacement, % at 20 µM; IC50 in µM for titrated hits; Siah-1 / rhodamine-plectin peptide fluorescence polarization; higher % means a stronger effect;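 active = displacement of at least 50% at 20 µM, with a fluorescence ratio check between 0.3 and a set limit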;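 note: plate controls were Siah plus tracer with DMSO for no effect and tracer alone without Siah for full effect; strong numbers were not always called active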
MgcRacGAP inhibition = MgcRacGAP GTPase-activating activity inhibitors, confirmation, biochemical, ADP Hunter fluorescence; 0.6% of 340,000 active; AID 624330; inhibition, % at 30 µM, or IC50 in µM where a hit was titrated; MgcRacGAP-stimulated Rac1 GTP hydrolysis, ADP Hunter fluorescence; higher % means a stronger effect; GST-tagged Rac1 F28L mutant substrate;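 active = first-screen hits whose inhibition reached a set limit at any dose in the follow-up dose series; inconclusive = inhibition above the set first-screen limit but never retested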;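 note: fluorescence reports GDP produced by GAP-driven GTP hydrolysis; strong numbers were not always called active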
West Nile antiviral = West Nile virus antiviral activity, cell-based, CPE readout (AID 1621) | West Nile virus-infected cells, CPE inhibition; higher % means a stronger effect | CPE inhibition, % at 10 µM; hits with a dose series show IC50 in µM | 0.02% of 290,000 active; in the data active = a potency from the dose series; inconclusive = CPE inhibition mostly from about 3.7% at the one dose, without a potency; inactive = the rest, 99 in 100 with CPE inhibition below about 2.2%; note: strong numbers were not always called active
RSV CPE inhibition = inhibition of RSV-induced cytopathic effect – HEp-2 cells, primary 10 µM value included (AID 2391). HEp-2 cells, RSV-induced CPE inhibition; higher % means a stronger effect. one-dose CPE inhibition, % at 10 µM; IC50 in µM for titrated hits. 0.13% of 310,000 active; in the data active = a potency from the dose series; inconclusive = CPE inhibition mostly from about 23% at the one dose, without a potency; inactive = the rest, 99 in 100 with CPE inhibition below about 21%; note: strong numbers were not always called active
K1F lysis inhibition = protection from phage-mediated lysis, alamar blue read-out – E. coli UTI89, K1F phage, bacterial capsule biogenesis inhibitors (AID 488966); 0.02% of 340,000 active; inhibition, % at 100 µM, or IC50 in µM where a hit was titrated; E. coli UTI89 K1F phage lysis, alamar blue, 2 h; higher % means a stronger effect;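 active = phage lysis inhibition, versus mean bacterial control, above a set limit; inconclusive = no clear call, values can overlap the other calls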;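 note: capsule biogenesis inhibitors block K1F phage lysis so surviving cells raise fluorescence; higher fluorescence means more inhibition of phage lysis; actives were called in the ten point dose series up to 300 µM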
NS5 inhibitors = Dengue-2 NS5 methyltransferase inhibitors, primary screen, biochemical, confirmation dose response (AID 588689) | one-dose inhibition, % at 25 µM; IC50 in µM for titrated hits | 0.3% of 340,000 active | Dengue-2 NS5 methyltransferase capping enzyme assay, biochemical; higher % means a stronger effect; in the data active = a potency from the dose series; inconclusive = inhibition above about 29% without an active follow-up result
Large T inhibition = SV40 large T antigen inhibitors, biochemical (AID 1903); SV40 large T antigen ATPase/helicase inhibition assay; higher % means a stronger effect; inhibition, % at 20 µM, or IC50 in µM where a hit was titrated; 0.39% of 310,000 active; in the data active = a potency from the dose series; inconclusive = inhibition mostly from about 32% at the one dose, without a potency; inactive = the rest, 99 in 100 with inhibition below about 32%; note: strong numbers were not always called active
NTR1 agonist cell count 20 µM = also measured in NTR1 agonist; calls as there; cell count; measured here: cell count, cytotoxicity flag
NS5 inhibitors pilot replicate = second read-out of NS5 inhibitors, no call of its own (marks repeat the call); inhibition, %; measured here: pilot screen replicate inhibition
Active calls of the source: *; ? = inconclusive; . = not tested or not shown; [ ] = another dose, or the depositor's remark. This is a random part of the collection. Share with any hit: about 1.6%.

SMILES | NTR1 agonist | NTR1 agonist cell count 20 µM | AID2073 | Siah-1 displacement | MgcRacGAP inhibition | West Nile antiviral | RSV CPE inhibition | K1F lysis inhibition | NS5 inhibitors | Large T inhibition | others
COc1ccc(S(=O)(=O)n2nc(-n3c(C)ccc3C)c3c(F)cccc32)cc1OC | 0.2 | 52 | 4% | -6% | 3% | -0.8% | . | 0.0% | -4% | 3%
Cc1ccc2c(C(=O)N3CCN(c4ccccc4)CC3)cc(-c3cccnc3)nc2c1C | 22 | 61 | 15% | 4% | 6% | -0.1% | 1.4% | -0.1% | 6% | -6%
NC(=O)COc1ccc2oc(-c3ccccc3)cc(=O)c2c1 | . | . | 32% | 26% | -1% | 0.3% | . | 0.2% | -7% | 3%
Oc1ccccc1-c1nc(NCCN2CCOCC2)c2ccccc2n1 | 0.2 | 106 | 25% | 0% | 11% | 0.7% | ? | -0.3% | -1% | .
CC(C)(C)NC(=O)c1cccc(NC(=O)CSc2ccc(Cl)cc2)c1 | 3.3 | 50 | 6% | 0% | 11% | -0.4% | 14% | 3.1% | 0% | -3%
Cc1ccc(S(=O)(=O)c2c(N)n(NC(=O)c3ccccc3C)c3nc4ccccc4nc23)cc1 | -1.8 | 83 | 26% | -1% | 2% | 1.1% | 50% | -0.1% | 1% | 0% | NS5 inhibitors pilot replicate=3.0
CCCCOc1ccc(-c2nnn(CC(=O)Nc3ncc(CC(=O)OCC)s3)n2)cc1 | 5.0 | 58 | 9% | 6% | 11% | 0.1% | 6.7% | 0.3% | -5% | -3%
CC[C@]12c3[nH]c4ccccc4c3CCN1C(=O)C(CC(=O)NCc1cccc(C(F)(F)F)c1)C[C@@H]2C(=O)N1CCN(C(=O)c2ccco2)CC1 (stereo partly drawn) | 6.2 | 53 | . | . | -3% | . | . | 0.2% | 0% | . | NS5 inhibitors pilot replicate=-4.2
Cc1ccc(CN2C(=O)C(CC(C)C)Nc3ncnc(N4CCN(c5ccccc5)CC4)c32)cc1 (stereo not drawn) | 1.4 | 65 | . | . | 13% | . | . | 2.2% | -2% | .
CCCCNC(=O)COC(=O)c1cc(S(=O)(=O)N2CCCCCC2)ccc1OC | -1.6 | 67 | 9% | 0% | 7% | 0.8% | 1.4% | ? | 1% | 6%
Cc1cc(C(=O)NNC(=O)c2cccc(Cl)c2)no1 | 0.4 | 51 | 2% | -3% | . | -0.1% | -0.3% | . | . | 4%
S=C(NCCCN1CCOCC1)NC1CCCC1 | -1.7 | 108 | 0% | 3% | 12% | 1.1% | 1.8% | -0.1% | -12% | 14%
OC(COc1ccc(Cl)cc1)CN1CCC(Cc2ccccc2)CC1 (stereo not drawn) | 2.0 | 52 | 1% | 2% | -20% | -0.2% | -1.5% | -0.2% | -1% | 11%
O=c1oc2c(CN3CCOCC3)c(O)ccc2c2ccccc12 | 0.3 | 44 | 30% | 2% | 10% | -0.1% | 3.9% | 3.5% | 8% | 7%
O=C(NCCCn1ccnc1)/C(=C/c1ccc(F)cc1)NC(=O)c1ccccc1 | -1.0 | 42 | 5% | 6% | 5% | -0.4% | 0.2% | 0.1% | 13% | 0%
O=C(O)CCCCCNc1nc2ncn(Cc3ccccc3)c2c(=O)[nH]1 | -0.6 | 60 | -5% | -8% | 16% | 0.1% | -0.6% | 0.0% | -1% | 16%
O=C1[C@H](Oc2ccccc2)[C@@H](c2ccncc2)N1c1ccncc1 | -0.1 | 61 | . | . | 7% | . | . | 0.2% | -7% | . | NS5 inhibitors pilot replicate=4.2
CN(C)S(=O)(=O)c1ccc(C(=O)Nc2ccc3c(c2)CCC3)cc1 | 2.8 | 46 | 16% | 1% | . | -0.2% | ? | -0.1% | 2% | 9%
O=C(CN(Cc1ccccc1)C(=O)c1cccc([N+](=O)[O-])c1)Nc1c(Cl)cc(Cl)cc1Cl | -2.0 | 69 | 3% | 7% | 3% | -0.4% | 1.3% | 1.4% | 4% | 12%
O=S(=O)(c1ccc(Cl)cc1)N1CCC2(CC1)CO2 | -0.7 | 46 | -2% | -1% | -1% | -0.4% | 1.2% | -0.9% | -8% | 29%
O=C(O)c1ccccc1P(=O)(c1ccccc1)c1ccccc1 | 0.3 | 73 | -4% | -4% | 4% | 0.6% | -1.4% | -0.1% | -6% | 5%
CCn1c(SCC(=O)N2CCCC(C)C2)nc2c1c(=O)n(C)c(=O)n2C (stereo not drawn) | 1.8 | 40 | 18% | 0% | 9% | -0.3% | 1.0% | 0.0% | -6% | 0%
C(/CCc1ccccc1)=N\n1cnnc1 | -0.6 | 53 | 10% | 7% | 8% | 1.2% | -0.9% | 1.4% | 0% | -6%
Cc1nn(-c2ccccc2)c(C)c1/C=N/NC(=O)c1cc(-c2ccc(Br)s2)[nH]n1 | 8.4 | 81 | 21% | -4% | -2% | 2.3% | ? | -0.4% | 9% | 8% | NS5 inhibitors pilot replicate=-0.6
COc1ccc(S(=O)(=O)N2CCN(c3ccccc3OC)CC2)cc1 | 0.5 | 60 | 2% | 0% | 3% | -1.2% | 3.0% | 0.0% | -8% | 10%
CCc1ccc(NS(=O)(=O)c2cc3c4c(c2)CCN4C(=O)CC3)cc1 | -0.9 | 47 | . | . | 6% | . | 9.9% | 1.0%[50 µM] | -3% | 14%
Cc1ccc(C23CC4CC(CC(CC(=O)NC(C)(C)CO)(C4)C2)C3)cc1 | 1.5 | 72 | 10% | 0% | 5% | -0.6% | 7.8% | 0.2% | -5% | 6%
CC[C@@H]1CC=C[C@H]2[C@H]1C(=O)N(Cc1ccccc1)[C@H]2c1ccc(OC)c(Cl)c1 | 9.1 | 91 | 5% | 6% | 1% | 0.4% | 2.4% | -0.4% | -9% | -1%
COc1cc(O)c(C(CCN2CCCC(C)C2)c2cc(OC)c(OC)c(OC)c2)c(OC)c1 (stereo not drawn) | -4.4 | 74 | 3% | 3% | 7% | -0.8% | -0.2% | 1.9% | -2% | 13%
O=C(c1ccc(Cl)cc1)N1CCC(O)(CSc2ccc(Cl)cc2Cl)CC1 | 8.9 | 44 | -2% | -5% | 5% | -0.6% | 4.2% | 2.0% | 9% | 1%
CCOc1ccc(C(Nc2ccc(C)cc2)P2(=O)OCCC(C)O2)cc1 (stereo not drawn) | -0.6 | 44 | -1% | 3% | 11% | 0.0% | 0.9% | 0.3% | 3% | 8%
O=S(=O)(NC1C2CC3CC(C2)CC1C3)c1ccc(F)cc1 (stereo not drawn) | 3.2 | 64 | . | . | 3% | . | . | 0.2%[50 µM] | -7% | .
S=C(NCCc1ccccc1)NCC1CCCO1 (stereo not drawn) | 2.9 | 48 | -9% | 0% | 6% | -0.6% | 0.4% | 0.2% | 3% | 10%
CS(=O)(=O)N(CC(=O)Nc1ccccc1C(=O)N1CCOCC1)c1ccc(Cl)cc1 | -1.0 | 61 | 6% | 2% | -4% | 0.0% | 0.7% | 0.3% | -12% | 5%
Cc1cc(NC(=O)c2cc(C(C)C)on2)no1 | 1.1 | 83 | 0% | 4% | 9% | 0.2% | . | 0.1% | -4% | 16%
Cc1ccccc1-c1nn[nH]n1 | 0.8 | 87 | -5% | 0% | 7% | 0.5% | 0.6% | 0.1% | 6% | -6% | NS5 inhibitors pilot replicate=0.3
CC(C(=O)OCC(=O)c1cccc([N+](=O)[O-])c1)N1C(=O)C2C3C=CC(C3)C2C1=O (stereo not drawn) | 1.8 | 47 | 9% | 5% | 3% | 0.0% | 1.1% | 0.1% | -8% | 6%
CN(C(=O)CSc1nnc(-c2c[nH]c3ccccc23)n1C1CC1)C1CCS(=O)(=O)C1 (stereo not drawn) | 0.5 | 45 | . | . | 5% | . | 4.3% | 0.4%[50 µM] | -8% | .
CC(C)(C)N1OC2CC1c1nc3ccccc3n1C2 (stereo not drawn) | 5.0 | 50 | 6% | -4% | 5% | -0.1% | 1.9% | 2.3% | 4% | 0%
Cc1c(C(=O)N(Cc2nccn2C)C(C)C)oc2c(F)cccc12 | -0.2 | 62 | -1% | 4% | -15% | -0.6% | 2.2% | 0.2% | -11% | 5%
O=C(CNC(=S)N(CCCN1CCOCC1)Cc1cccs1)NC1CCCC1 | -0.1 | 60 | -16% | 5% | -1% | -0.3% | -2.0% | 0.2% | 1% | 14%
Cc1[nH]c2ccccc2c1CN1CCC(CO)(Cc2ccccc2)CC1 | -2.5 | 65 | -6% | 7% | 1% | 0.2% | -0.8% | 0.1% | -4% | 5%
CCN1CCN(C(=O)c2cc(COc3c(C)cccc3C)on2)CC1 | 1.3 | 65 | 4% | 0% | 8% | 0.1% | -1.3% | -0.4% | -7% | 7%
C=CCn1c(Cc2cccc3ccccc23)n[nH]c1=S | -0.1 | 35 | -7% | 2% | -2% | -1.4% | 2.1% | -3.8% | 3% | 9%
Cc1oc2nc(SCC(=O)N3CCCCC3)nc(N)c2c1C | 0.7 | 80 | -2% | -5% | 2% | -0.1% | 2.5% | 1.7%[50 µM] | 4% | 1%
CC1CCC(NC(=O)c2cc(S(=O)(=O)N3CCCCC3)ccc2N2CCOCC2)CC1 (stereo not drawn) | 0.3 | 65 | . | . | 5% | . | 0.1% | -0.1%[50 µM] | -3% | .
COc1ccccc1CNC(=O)CSC1=NCCS1 | 2.8 | 100 | -3% | 2% | 18% | -0.7% | 0.4% | -0.9% | -10% | 24%
Cc1cccc(C)c1NC(=O)CCCCCC1NC(=O)NC1C (stereo not drawn) | -0.4 | 74 | -8% | -2% | 8% | 0.2% | 1.0% | 0.1% | 8% | 1%

The closing 2 records of the part before are carried over, then new ones follow.
SMILES | NTR1 agonist | NTR1 agonist cell count 20 µM | AID2073 | Siah-1 displacement | MgcRacGAP inhibition | West Nile antiviral | RSV CPE inhibition | K1F lysis inhibition | NS5 inhibitors | Large T inhibition | others
COc1ccccc1CNC(=O)CSC1=NCCS1 | 2.8 | 100 | -3% | 2% | 18% | -0.7% | 0.4% | -0.9% | -10% | 24%
Cc1cccc(C)c1NC(=O)CCCCCC1NC(=O)NC1C (stereo not drawn) | -0.4 | 74 | -8% | -2% | 8% | 0.2% | 1.0% | 0.1% | 8% | 1%
CC1CC(C)CN(S(=O)(=O)c2ccc(C(=O)N3CC(C)OC(C)C3)cc2)C1 (stereo not drawn) | 0.1 | 58 | 6% | 0% | 5% | -0.1% | 1.4% | 0.2% | 0% | 8%
COc1ccc(CCCC(=O)O)c(C)c1 | 1.9 | 78 | 10% | -1% | 4% | 0.1% | 0.5% | 0.5% | 6% | -6%
Cc1ccc2nc(-c3cccc(NS(C)(=O)=O)c3)cc(-c3ccccc3)c2c1 | 8.1 | 37 | 10% | 2% | 0% | 1.8% | ? | -0.2% | 7% | 20%
NC(=O)c1ccccc1N/C=C/C(=O)c1ccc(Cl)cc1Cl | . | . | 2% | 0% | -3% | . | . | -6.1% | -7% | 14%

From PubChem BioAssay
